# Platelet DG rel: platelet dense granule release activity. human platelet-rich plasma, SFLLRN dense granule ATP release, luminescence. inhibition, %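 (compounds screened at 7.5 µM in platelet-rich plasma)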. actives 0.22% (n = 300,000);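 active means mean replicate score, as percent of positive control, at or above 50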
# MrgX1 allo act: allosterically activates human MrgX1 receptor signaling; Q96LB2; AID 588675; actives 0.63% (n = 310,000); MrgX1-HEK293, Fluo-4 calcium flux, FDSS; active compounds read high; B-score at 10 µM;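 active means plate-corrected calcium response at least 3 library SD above typical, normal starting fluorescence, not activating the receptor alone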;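 further: compound read alongside a low EC10 to EC30 dose of BAM8-22 agonist; peak minus trough fluorescence over baseline measured at the second addition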
# Target sequence (Q96LB2 whole entry, looked up): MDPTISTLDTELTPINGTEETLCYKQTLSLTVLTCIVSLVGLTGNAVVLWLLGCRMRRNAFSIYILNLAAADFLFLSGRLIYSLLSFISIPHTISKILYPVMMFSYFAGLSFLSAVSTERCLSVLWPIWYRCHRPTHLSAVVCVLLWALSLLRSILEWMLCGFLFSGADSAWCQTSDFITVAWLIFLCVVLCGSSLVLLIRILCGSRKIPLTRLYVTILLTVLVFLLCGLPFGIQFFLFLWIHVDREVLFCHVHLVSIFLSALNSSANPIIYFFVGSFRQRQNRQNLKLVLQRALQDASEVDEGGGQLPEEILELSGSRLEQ
# TRPC6 activator: mouse TRPC6 channel activation | actives 0.13% (n = 310,000) | AID 2550 | Q61143 | B-score at 10 µM | HEK293-TRPC6 membrane potential dye fluorescence; active compounds read high;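 active means B-score of the integrated fluorescence ratio above library mean plus 3 SD, and starting fluorescence ratio within library mean plus 5 SD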;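 further: higher score means more depolarization so channel activation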
# HIF activator: HIF pathway transcriptional activation. activation, % at 7.5 µM (by protocol). U2OS HRE-luciferase reporter, luminescence; normalized: DMSO 0%, desferrioxamine 100%. actives 0.32% (n = 300,000);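 active means mean activation of at least 10% of the iron chelator positive control signal, with at least half of replicates also reaching 10%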
# RGS4 act: potentiators or activators of RGS4; B-score at 10 µM; actives 0.92% (n = 310,000); AID 463111; HEK293 M3R/inducible RGS4, carbachol calcium flux Fluo4; active compounds read low;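 active means B-score of the integrated calcium signal more than 4 SD below the library mean, with starting fluorescence not abnormally high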;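 further: negative B-score means reduced calcium response which marks RGS4 activation or potentiation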
#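 System: HEK293 FlpIn-TREx cells, stable M3R, doxycycline-inducible RGS4. Timing: overnight RGS4 induction, 30 min dye load 37 °C, 20 min compound RT. Also added: carbachol, ECmax concentration. Measured by: Fluo4 fluorescence kinetic imaging of calcium. Evaluation: integrated calcium ratio converted to B score.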
# SKKanGAS inh: blocks kanamycin growth of S. pyogenes SKKanGAS strain | inhibition, % at 7.5 µM | actives 1.3% (n = 300,000) | AID 1662 | BacTiter-Glo, 6 h;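 active means mean replicate score, as percent of positive control median, at least 50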;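 further: strain carries kanamycin resistance gene driven by streptokinase promoter and grows in 40 µg/ml kanamycin; loss of luminescence reflects streptokinase promoter inhibition or plain growth inhibition; 0% = median of DMSO wells and 100% = positive control at its reference dose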
# MrgX1 antag: blocks BAM8-22 activation of human MrgX1 receptor; Q96LB2; MRGX1-HEK293 calcium flux, Fluo-4, BAM8-22 antagonism; active compounds read low; B-score at 10 µM; actives 1.3% (n = 310,000);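 active means calcium-response B-score plate-corrected more than 3 library SD below zero, starting fluorescence within 5 deviations, no agonist response on first addition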;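 further: peak minus trough fluorescence over baseline after final BAM8-22 challenge near maximal dose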
# MrgX1 ag: agonists of human MrgX1 receptor. Q96LB2. MrgX1-HEK293 cells, Fluo-4 calcium fluorescence, agonist mode; active compounds read high. B-score at 10 µM. actives 0.44% (n = 310,000). AID 588627;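 active means calcium response B-score plate-corrected fluorescence ratio at least 3 library SD, with starting fluorescence B-score inside 5 SD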
#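 Assay system: stable human MrgX1 HEK293 cell line. Quantity: 15,000 cells per well. Schedule: cells plated overnight, dye loaded 0.5 h 37 °C, 0.5 h room temperature. Detection: Fluo-4 NW calcium-flux fluorescence, kinetic read. Read-out basis: peak-minus-minimum fluorescence over baseline, converted to B scores. Control set: positive and negative control wells on each plate.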
# TRPC6 inhibitor: blocks the mouse TRPC6 cation channel | Q61143 | HEK293-TRPC6, membrane potential dye, ACh-evoked depolarization; active compounds read low | B-score at 10 µM | actives 1.1% (n = 310,000) | AID 2553;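 active means B-score under library mean minus 3 SD, initial fluorescence not abnormally high, positive integrated signal ratio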;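 further: B-score derived from integrated fluorescence ratio over the kinetic read; more negative B-score means stronger inhibition of depolarization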
# TRPC4 block: blocks the mouse TRPC4 cation channel | actives 0.39% (n = 300,000) | B-score at 10 µM | HEK293 TRPC4beta/mu-opioid, DAMGO-evoked Fluo4 calcium flux; active compounds read low | Q9QUQ5;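 active means B-score over 3 SD under the library average, no early fluorescence shift, positive overall ratio signal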
#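 System: stable TRPC4beta/mu-opioid receptor HEK293 cells; Dosing: single-point compound dosing; Measured by: Fluo4 Ca2+ flux fluorescence; Read-out basis: per-well B score of integrated baseline-normalized Fluo4 ratio.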
# RGS4 block: human RGS4 inhibition | actives 0.45% (n = 310,000) | B-score at 10 µM | HEK293 M3R/RGS4 inducible, Fluo-4 calcium flux; active compounds read high; triggered by carbachol at its EC20;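 active means B-score, a plate-corrected calcium signal, over three deviations above library mean, with baseline fluorescence within five deviations of library mean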;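 further: RGS4 expression induced by doxycycline in cells with stable M3 receptor; B-score is computed from the integrated fluorescence ratio over baseline after carbachol; higher B-score means a larger calcium signal and so more RGS4 inhibition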
# Target sequence (P49798 whole entry, looked up): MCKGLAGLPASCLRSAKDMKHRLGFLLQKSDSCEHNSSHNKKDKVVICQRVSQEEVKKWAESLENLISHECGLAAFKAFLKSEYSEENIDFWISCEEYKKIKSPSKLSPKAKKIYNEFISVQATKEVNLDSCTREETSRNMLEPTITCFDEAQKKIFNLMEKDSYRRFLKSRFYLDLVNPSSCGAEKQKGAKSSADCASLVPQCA
# Numbers without * were called inactive; i = inactive; nt = not tested or not shown.
SMILES,Platelet DG rel,MrgX1 allo act,TRPC6 activator,HIF activator,RGS4 act,SKKanGAS inh,MrgX1 antag,MrgX1 ag,TRPC6 inhibitor,TRPC4 block,RGS4 block
CC(=O)Nc1ccc(C(=O)N/N=C/c2cccnc2)cc1,2,i,i,-0.3,i,-9,i,i,i,i,i
CN(C)S(=O)(=O)c1ccc(Oc2ccc(S(=O)(=O)N(C)C)cc2)cc1,-5,i,i,0.3,i,2,i,i,i,i,i
Cc1ccc(S(=O)(=O)N(C)CC(=O)Nc2ccncc2)cc1,8,i,i,-0.9,i,-3,i,i,i,i,i
CCN(CC1CCCN(CCc2cccc(F)c2)C1)C(=O)c1ccc(CSC)o1 (stereo not drawn),0,i,i,0.8,i,-2,i,i,i,i,i
Cc1c(CN2CCc3c([nH]c4ccccc34)C2CC(C)C)cnn1C (stereo not drawn),2,i,i,0.2,i,-1,i,i,i,i,i
C/C(=N\NC(=O)CNC(=O)c1ccc2c(c1)OCO2)c1ccco1,-1,i,i,-0.3,i,3,i,i,i,i,i
CCN(CC)C(=O)CC(c1cc(OC)c(OC)c(OC)c1)c1c(OC)cc(OC)c2c(-c3ccccc3)cc(=O)oc12 (stereo not drawn),-3,i,i,-0.8,i,12,i,i,i,i,i
Cc1cc(N2C(=O)C3CCC(c4ccccc4)CC3C2=O)no1 (stereo not drawn),7,i,i,-0.1,i,-1,i,i,i,i,i
Cc1cc(NC(=O)CN2C(=O)NC(C)(CCc3ccccc3)C2=O)no1 (stereo not drawn),0,i,i,-0.1,i,1,i,i,i,i,i
CCN(CC)S(=O)(=O)c1ccc(N2CCOCC2)c(C(=O)O)c1,-3,i,i,0.1,i,-2,i,i,i,i,i
O=C(O)c1ccc(S(=O)(=O)NCC2CCCCC2)cc1,1,i,i,-0.2,i,9,i,i,i,i,i
COc1ccc(CN2CCN(Cc3c[nH]c4ccccc34)CC2CCO)cc1C (stereo not drawn),0,i,i,-0.5,i,-1,i,i,i,i,i
COc1ccc(C(C)(C)C)cc1NS(=O)(=O)c1cccc2cccnc12,-5,i,i,-1.5,i,1,i,i,i,i,i
CN(C(=O)COC(=O)c1ccc2c(c1)OCO2)c1c(N)n(Cc2ccccc2)c(=O)[nH]c1=O,-1,i,i,-9.7,i,-1,i,i,i,i,i
Nc1nc(C(c2ccccc2)c2ccccc2)cs1,-3,8.7*,i,0.1,i,-11,i,i,i,i,i
CCOc1ccc(-c2cn(S(=O)(=O)c3cccc4nsnc34)nc2N)cc1,-7,i,i,-1.0,i,-4,i,i,i,i,i
COc1ccc(C2NC(=O)CCC2[N+](=O)[O-])cc1OC (stereo not drawn),18,i,i,-0.4,i,-1,i,i,i,i,i
Oc1c(Br)cc2oc3c(c2c1CNCc1ccccc1)CCCC3,4,i,i,-2.9,i,38,i,i,i,i,i
NNC(=O)c1ccc(COc2ccc([N+](=O)[O-])cc2)o1,-6,i,i,-0.6,i,7,i,i,i,i,i
CCN1C(=O)CC(N2CCOCC2)C1=O (stereo not drawn),0,i,i,-1.4,i,2,i,i,i,i,i
CC(=O)OC(C#CCN1CCOCC1)c1ccccc1 (stereo not drawn),0,i,i,-0.1,i,3,i,i,i,i,i
NC(=O)c1cc(S(=O)(=O)N2CC=C(c3ccccc3)CC2)cs1,-2,i,i,-0.1,i,-1,i,i,i,i,i
CCCC(=O)Nc1ccc(NC(=S)NC(=O)c2cccs2)cc1,0,i,i,0.6,i,-5,i,i,i,i,i
CCN1CCN(C(c2cc3cc4c(cc3[nH]c2=O)OCO4)c2nnnn2C(C)(C)CC)CC1 (stereo not drawn),15,i,i,0.3,i,-1,i,i,i,i,i
Cc1ccc(-n2c(Cn3nc(C(F)(F)F)cc3C)n[nH]c2=S)cc1,10,i,i,-0.3,i,-1,i,i,i,i,i
COc1ccc(C(=O)CSc2nnc(-c3cccnc3)n2Cc2ccco2)cc1,9,i,i,0.7,i,-2,i,i,i,i,i
COc1ccc(CCNC(=O)CCC(=O)N2CCOc3ccc(Cl)cc32)cc1OC,8,i,i,0.3,i,-6,i,i,i,i,i
CCOc1ccccc1CNC(=O)Cn1ccc2cc(S(=O)(=O)N3CCCCCC3)ccc21,9,i,i,-1.2,i,4,i,i,i,i,i
Cc1cccc(CCNC(=O)c2cc(S(=O)(=O)N3CCCC3)cn2C)c1,30,i,i,0.1,i,0,i,i,i,i,i
Cc1ccc(-c2csc(NC(=O)CSc3nc4ccccc4c(=O)n3CCCN(C)C)n2)cc1,0,i,i,2.4,i,23,i,i,i,i,i
COc1ccc(CCN=C(N)NS(=O)(=O)c2ccc(C)c(C)c2)cc1OC,9,i,i,-0.1,i,-1,i,i,i,i,i
CC1=Nc2cc(C(=O)NCCCN3CCOCC3)ccc2Sc2c(C)ccc(C)c21,12,i,i,0.8,i,4,i,i,i,i,i
O=C1c2ccccc2-c2c1cccc2C(=O)N1CCCCCC1,-2,i,i,-0.2,i,-4,i,i,i,i,i
CN1C(=O)CC(C(=O)O)SC1=Nc1cc(Cl)c(O)c(Cl)c1 (stereo not drawn),4,i,i,-0.8,i,0,i,i,i,i,i
Cc1nc2ccccc2c(=O)n1NC(=O)c1ccc(Cl)c(Cl)c1,-3,i,i,0.4,i,4,i,i,i,i,i
CC1C=CC(C)C(C(=O)O)C1C(=O)O (stereo not drawn),0,i,i,-0.5,i,-4,i,i,i,i,i
C=CCN1CC(O)=C(c2nc3ccccc3[nH]2)C1=N,0,i,i,0.6,i,-2,i,i,i,i,i
CC(C)(C)c1ccc(OCCNCc2ccccc2)cc1,4,i,i,0.6,i,-4,i,i,i,i,i
O=S(=O)(NCCc1csc(-c2ccc(C(F)(F)F)cc2)n1)c1ccc2c(c1)OCCO2,-3,i,i,-0.1,i,-3,i,i,i,i,i
CCCc1cc(C(N)=O)c(NC(=O)c2cc(C)on2)s1,25,i,i,0.5,i,3,i,i,i,i,i
COc1ccc(/C=C/C(=O)NCC(c2ccc(F)cc2)N2CCOCC2)cc1OC (stereo not drawn),-2,i,i,-0.5,i,-3,i,i,i,i,i
O=C(N/N=C/c1ccco1)C(O)C(O)C(=O)N/N=C/c1ccco1 (stereo not drawn),6,i,i,-0.2,i,-2,i,i,i,i,i
Cc1ccccc1Nc1nnc(C)c(=O)[nH]1,1,i,i,0.0,i,-3,i,i,i,i,i
Nc1n[nH]c(N)c1N=Nc1ccc(Cl)cc1Cl,10,i,i,0.5,i,36,i,i,i,i,i
N#Cc1c(Cc2cccc3ccccc23)nn(CCO)c1N,-1,i,i,-2.3,i,-1,i,i,i,i,i
Cc1ccc(/C=C/S(=O)(=O)NCC(=O)OCC(=O)NCc2ccccc2)cc1,-3,i,i,0.0,i,39,i,i,i,i,i
Cc1ccc(C2=NN(CC(=O)NCCC(C)C)C(=O)CC2)cc1,5,i,i,0.7,i,-6,i,i,i,i,i
CCOC(=O)c1nn(-c2ccccc2C)c2nc(-c3ccc(C)cc3)c(C#N)c(=O)n12,-3,i,i,0.0,i,-2,i,i,i,i,i
CC1CCCN(C(=O)Cn2c3ccccc3c3nc4n(c(=O)c32)CCS4)C1 (stereo not drawn),-3,i,i,0.9,i,45,i,i,i,i,i
CCO[C@H]1OC(C(=O)N2CCN(Cc3ccccc3)CC2)=C[C@@H](c2ccc(C(F)(F)F)cc2)[C@@H]1CCCO,-9,i,i,-13,i,7,i,i,i,i,i
CCN(CC)CCN(C(=O)c1ccc2ccccc2c1)c1nc2cc3c(cc2s1)OCO3,-11,i,i,0.3,i,4,i,i,i,i,i
CCOC(=O)Cc1nn(CC)c(=O)c2ccccc12,0,i,i,90*,i,-6,i,i,i,i,i
CCCC(=O)Nc1ccc2c(c1)nc1n2CCN(C2CCCCC2)C1,nt,i,i,nt,i,nt,i,i,i,i,i
COc1ccc(-c2[nH]n(-c3ccc([N+](=O)[O-])cc3)c(=O)c2C=NCc2ccncc2)cc1,17,i,i,0.0,i,nt,i,i,i,i,i
COc1cc(/C=N/NC(N)=O)c(Br)cc1OCC(=O)Nc1ccccc1C,80*,i,i,0.3,i,2,i,i,i,i,i
COc1cc(OC)cc(C(=O)Nn2cc(C(=O)Nc3ccccc3F)c3ccccc3c2=O)c1,1,i,i,0.2,i,6,i,i,i,i,i
C[C@]12CCC(O)CC1CCC1C2CC[C@]2(C)C(c3cc(C(F)(F)F)n[nH]3)CCC12 (stereo partly drawn),2,i,i,-13,i,106*,i,i,i,i,i
Cc1ccc(CC(=O)N(Cc2ccccc2)c2ccccn2)cc1,-4,i,i,-0.3,i,0,i,i,i,i,i
O=C(COC(=O)C1C2CC3OC(=O)C1C3C2)Nc1ccc(F)cc1 (stereo not drawn),-2,i,i,0.2,i,-4,i,i,i,i,i
Cc1ccc(NC(=S)NNC(=O)Nc2ccccc2)cc1,-3,i,i,1.5,i,-1,i,i,i,i,i
COC(=O)c1cccc(NC(=O)C2C3CCC(C3)C2C(=O)O)c1 (stereo not drawn),-2,i,i,2.5,i,-12,i,i,i,i,i

# Pulled by structure from the entries so far:
SMILES,Platelet DG rel,MrgX1 allo act,TRPC6 activator,HIF activator,RGS4 act,SKKanGAS inh,MrgX1 antag,MrgX1 ag,TRPC6 inhibitor,TRPC4 block,RGS4 block
CC1CCCN(C(=O)Cn2c3ccccc3c3nc4n(c(=O)c32)CCS4)C1 (stereo not drawn),-3,i,i,0.9,i,45,i,i,i,i,i
CCOC(=O)Cc1nn(CC)c(=O)c2ccccc12,0,i,i,90*,i,-6,i,i,i,i,i
C[C@]12CCC(O)CC1CCC1C2CC[C@]2(C)C(c3cc(C(F)(F)F)n[nH]3)CCC12 (stereo partly drawn),2,i,i,-13,i,106*,i,i,i,i,i
CCO[C@H]1OC(C(=O)N2CCN(Cc3ccccc3)CC2)=C[C@@H](c2ccc(C(F)(F)F)cc2)[C@@H]1CCCO,-9,i,i,-13,i,7,i,i,i,i,i
Cc1ccc(CC(=O)N(Cc2ccccc2)c2ccccn2)cc1,-4,i,i,-0.3,i,0,i,i,i,i,i
